PMI inhibitors: inhibitors of human PMI, primary screen, biochemical, fluorescence intensity, coupled assay (AID 1209); purified PMI enzyme, coupled fluorescence intensity; higher % means a stronger effect; inhibition, % at 20 µM, or IC50 in µM where a hit was titrated; 190,000 tested, 0.42% active;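 also: plate controls were DMSO vehicle for no effect and wells lacking substrate for full effect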
TNAP activators: human TNAP enzyme activators, primary screen, biochemical, luminescent, no phosphate acceptor, uHTS (AID 1001) | 200,000 tested, 0.03% active | activation fold at 20 µM, or EC50 in µM where a hit was titrated | purified TNAP, luminescent activation assay, no phosphate acceptor; higher activation fold means a stronger effect; in the data active = activation fold from about 3, or a potency from the dose series; inactive = the rest, 99 in 100 with activation fold below about 1.6; also: many of its hits are not listed in these tables
WT yeast gro inh: growth inhibition of WT yeast, mitochondrial fusion screen; mitochondrial fusion phenotypic screen, WT strain; inhibition, % at 10 µM; 190,000 tested, 2.1% active; in the data active = inhibition above about 58%; tested in S. cerevisiae
SIAH1 antagonists: Siah-1 peptide-binding antagonists, primary screen, biochemical, fluorescence polarization, rhodamine-plectin, uHTS (AID 1817); 290,000 tested, 0.02% active; Siah-1 / rhodamine-plectin peptide fluorescence polarization; higher % means a stronger effect; one-dose displacement, % at 20 µM; IC50 in µM for titrated hits;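 active = displacement of at least 50% at 20 µM, with a fluorescence ratio check between 0.3 and a set limit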;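 also: plate controls were Siah plus tracer with DMSO for no effect and tracer alone without Siah for full effect; strong numbers were not always called active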
RSV CPE inhibition: RSV antiviral activity via CPE protection, HEp-2 cells, primary 10 µM value included (AID 2391); 310,000 tested, 0.13% active; HEp-2 cells, RSV-induced CPE inhibition; higher % means a stronger effect; one-dose CPE inhibition, % at 10 µM; IC50 in µM for titrated hits; in the data active = a potency from the dose series; inconclusive = CPE inhibition mostly from about 23% at the one dose, without a potency; inactive = the rest, 99 in 100 with CPE inhibition below about 21%; also: strong numbers were not always called active
XIAP displacement: XIAP antagonists, biochemical, IAP family, fluorescence polarization (AID 1018); XIAP BIR domain, fluorescence polarization peptide displacement; higher % means a stronger effect; displacement, % at 20 µM; hits with a dose series show IC50 in µM; 200,000 tested, 0.007% active; in the data active = displacement above about 50%; also: a part of the inactive calls stands beside numbers as strong as those of hits
Myeloid diff MLP: compounds promoting myeloid differentiation | ER-HoxA9 myeloid progenitors, lysozyme-GFP differentiation, flow cytometry | calls only at 10 µM | 360,000 tested, 1% active | AID 624256;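 active = normalized GFP-positive differentiation at or above the plate's own cutoff, the solvent-only control mean plus 3 SD; inconclusive = no clear call, values can overlap the other calls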;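 also: cells exposed to compound for four days before flow analysis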
human PMI inhibitors: MPI inhibition at elevated mannose 6-phosphate – biochemical, fluorescence intensity, high mannose 6-phosphate, primary screen (AID 1220); 190,000 tested, 0.66% active; recombinant PMI enzyme, coupled fluorescence intensity; higher % means a stronger effect; inhibition, % at 20 µM; hits with a dose series show IC50 in µM
PhoP inhibition: PhoP-dependent GFP reporter repression – Salmonella Typhimurium, primary screen (AID 1863) | 300,000 tested, 0.16% active | S. Typhimurium PhoP-regulated promoter GFP reporter, 4 h; higher % means a stronger effect | inhibition, % at 50 µM, or IC50 in µM where a hit was titrated;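 active = inhibition over 29.93%, a cutoff 3 SD above the screen mean, later confirmed by dose response; inconclusive = inhibition over 29.93% but no dose response follow-up; inactive = inhibition at most 29.93% or unconfirmed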;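 also: 0% = low Mg2+ inducing control and 100% = high Mg2+ repressing control; strong numbers were not always called active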
WT yeast gro inh mutant strain: second read-out of WT yeast gro inh, no call of its own (marks repeat the call); inhibition, %; mitochondrial fusion phenotypic screen, mutant strain inhibition
Myeloid diff MLP GFP+ MAC1+ %: second read-out of Myeloid diff MLP, no call of its own (marks repeat the call); GFP+ MAC1+ double positive, %; measured here: differentiation confirmed by MAC1 staining
An asterisk follows results filed as active; i = inactive; ? = inconclusive; . = not tested or not shown; + = active, no number. Rule as the data show it, unless noted: active = inhibition above about 50%; inactive = the rest.

SMILES	PMI inhibitors	TNAP activators	WT yeast gro inh	WT yeast gro inh mutant strain	SIAH1 antagonists	RSV CPE inhibition	XIAP displacement	Myeloid diff MLP	Myeloid diff MLP GFP+ MAC1+ %	human PMI inhibitors	PhoP inhibition
O=C(Nc1ccccc1)OCc1ccccn1	-11%	1.1	-6	-52	2%	0.1%	-11%	i	0.0	-2%	4%
O=C(CCCCCn1nnc2ccccc2c1=O)Nc1ccccc1Cl	.	.	.	.	-2%	0.5%	.	i	0.2	.	-1%
COc1ccc(-c2cc3ccccc3n2CC(O)CNC(CO)(CO)CO)cc1 (stereo unspecified)	-1%	1	-2	-8	5%	-0.8%	-3.9%	i	0.8	4%	0%
Cc1ccccc1C(=O)Nc1cccc(NC(=O)Cn2cnc3c(=O)n(C)c(=O)n(C)c32)c1	3%	1.1	8	2	2%	-2.0%	-5.6%	i	15	-2%	-5%
CCCC1(C(=O)OCC)NC(c2ccc(O)cc2)C2C(=O)N(c3cccc(C(C)=O)c3)C(=O)C21 (stereo unspecified)	.	.	.	.	5%	0.9%	.	i	0.6	.	-5%
CCCCNC(=O)N1c2ccccc2CC1C (stereo unspecified)	-8%	1.1	8	0	-1%	-0.9%	-4.0%	i	0.0	-8%	-3%
C=CCc1c(C)[nH]c2c(OC)cccc2c1=S	5%	1.1	67*	34*	3%	?	-6.7%	i	0.3	16%	4%
Cc1ccc(C(=O)Nc2ccc([N+](=O)[O-])cn2)o1	-5%	1.1	8	-2	-1%	-0.5%	0.9%	i	1.0	-4%	21%
Cc1ccc(CNC(=O)CC(C)S(=O)(=O)c2ccc3c(c2)NC(=O)CO3)cc1 (stereo unspecified)	.	.	.	.	2%	4.1%	.	i	0.6	.	-1%
CCc1nc(SCC(=O)NNC(=O)C(C)C)c2ccccc2n1	6%	1.1	2	16	0%	-0.1%	-4.9%	i	3.0	9%	-8%
O=C(NC1CCCCC1)C(c1cccs1)N(C(=O)c1ccccn1)c1ccccc1 (stereo unspecified)	9%	1.2	-17	20	0%	1.4%	-18%	i	0.7	0%	3%
COc1cc(C2Nc3c(F)cccc3C3C=CCC32)cc(Br)c1OC (stereo unspecified)	-32%	1.1	12	10	6%	1.4%	-0.8%	i	0.0	-72%	2%
Cc1cccc2sc(N(CCCN(C)C)C(=O)CN3C(=O)c4ccccc4C3=O)nc12	-11%	1.1	38	29	1%	-0.5%	-3.8%	i	1.1	-8%	3%
CCn1cc(C(=O)N[C@@H](CCSC)C(=O)NCCCO)c(=O)c2cc3c(cc21)OCO3	.	.	.	.	0%	2.3%	.	i	0.1	.	0%
Cc1ccc(C(=O)N/C(=C\c2ccc(-c3ccc(Cl)cc3)o2)C(=O)NCCCN(C)C)cc1	2%	1	4	7	4%	-4.8%	-7.0%	+	0.5*	2%	14%

The final seven compounds of the part above come first, to join the parts:
SMILES	PMI inhibitors	TNAP activators	WT yeast gro inh	WT yeast gro inh mutant strain	SIAH1 antagonists	RSV CPE inhibition	XIAP displacement	Myeloid diff MLP	Myeloid diff MLP GFP+ MAC1+ %	human PMI inhibitors	PhoP inhibition
Cc1ccc(CNC(=O)CC(C)S(=O)(=O)c2ccc3c(c2)NC(=O)CO3)cc1 (stereo unspecified)	.	.	.	.	2%	4.1%	.	i	0.6	.	-1%
CCc1nc(SCC(=O)NNC(=O)C(C)C)c2ccccc2n1	6%	1.1	2	16	0%	-0.1%	-4.9%	i	3.0	9%	-8%
O=C(NC1CCCCC1)C(c1cccs1)N(C(=O)c1ccccn1)c1ccccc1 (stereo unspecified)	9%	1.2	-17	20	0%	1.4%	-18%	i	0.7	0%	3%
COc1cc(C2Nc3c(F)cccc3C3C=CCC32)cc(Br)c1OC (stereo unspecified)	-32%	1.1	12	10	6%	1.4%	-0.8%	i	0.0	-72%	2%
Cc1cccc2sc(N(CCCN(C)C)C(=O)CN3C(=O)c4ccccc4C3=O)nc12	-11%	1.1	38	29	1%	-0.5%	-3.8%	i	1.1	-8%	3%
CCn1cc(C(=O)N[C@@H](CCSC)C(=O)NCCCO)c(=O)c2cc3c(cc21)OCO3	.	.	.	.	0%	2.3%	.	i	0.1	.	0%
Cc1ccc(C(=O)N/C(=C\c2ccc(-c3ccc(Cl)cc3)o2)C(=O)NCCCN(C)C)cc1	2%	1	4	7	4%	-4.8%	-7.0%	+	0.5*	2%	14%
O=C(CN1CCN(c2ccc([N+](=O)[O-])cc2Cl)CC1)N1CCOCC1	.	.	.	.	1%	-0.2%	.	i	0.3	.	-5%
Cc1ccc(NC(=O)C(C)N2C(=O)C3C4CC(C(Br)C4Br)C3C2=O)cc1 (stereo unspecified)	10%	1.1	-1	-15	3%	-1.6%	-1.3%	i	0.9	8%	-5%
O=C(NNC(=S)Nc1cccc2ccccc12)c1cccc(Br)c1	7%	2.2	.	.	-6%	12%	-4.4%	i	5.9	3%	-7%
COCCn1cc(C(=O)NCCCOC(C)C)c2c3ccccc3n(C)c2c1=O	.	.	.	.	6%	0.6%	.	i	0.6	.	-2%
COc1cc(OC)cc(C(=O)NCCCNC(=O)c2cccnc2)c1	.	.	.	.	-2%	6.7%	.	i	0.2	.	2%
Cc1cc(C)n2cc(CSc3nnc(N)s3)nc2n1	1%	1.1	-1	-54	-2%	1.0%	-13%	i	0.8	5%	14%
CCC(=O)NC(=S)Nc1cccc(C(C)=O)c1	2%	1.1	-6	-2	-2%	1.4%	-2.3%	i	0.6	2%	7%
COc1cc(/C=C2\S/C(=N/S(=O)(=O)Cc3ccccc3)NC2=O)c([N+](=O)[O-])cc1OC	.	.	.	.	-7%	0.5%	.	i	0.2	.	-10%
O=C(O)CNC(=O)c1ccc(NC(=O)/C(=C/c2ccccc2)NC(=O)c2ccccc2)cc1	.	.	.	.	-1%	-0.5%	.	i	0.4	.	1%
O=C(O)CCc1ccc(-c2cccs2)n1CC(=O)Nc1ccccc1C(F)(F)F	-5%	1.1	-4	0	0%	1.1%	0.5%	i	0.1	40%	-2%
Cc1ccc(-n2c(SCC(=O)N/N=C/c3ccccc3C(=O)O)nnc2-c2ccc(Cl)cc2)cc1	.	.	.	.	0%	6.1%	.	i	0.4	.	-1%
COc1ccc(-c2ccc(NCCN3CCOCC3)nn2)cc1OC	.	.	.	.	0%	0.3%	.	i	0.3	.	-6%
CNC(=O)C1=C(C)n2c(nc3ccccc32)NC1c1ccc(OC)cc1 (stereo unspecified)	-2%	1.1	15	11	1%	0.8%	1.8%	i	3.7	-2%	5%
CCOC(=O)CCCCNCc1ccccc1	-8%	1	-27	-4	3%	1.1%	-4.8%	i	1.8	-8%	-4%
CN(CC(=O)N1CCCCC1)S(=O)(=O)c1ccc(Cl)cc1	-4%	1.1	-1	-6	-1%	2.3%	-6.9%	i	0.1	8%	2%
Cc1c(NC(=O)CSc2nnc(N)s2)c(=O)n(-c2ccccc2)n1C	13%	1.1	23	-6	3%	1.1%	0.2%	i	1.6	-2%	-12%
CCSc1nnc(NC(=O)c2cc3c(s2)CCCC3)s1	2%	1.1	6	-7	-8%	1.8%	-6.7%	i	18	-10%	0%
COc1ccccc1Cc1noc(-c2cc(Cl)ccc2OC)n1	24%	1	6	6	-3%	0.5%	1.9%	i	3.9	23%	-6%
O=C(CSc1ccc(-c2cccnc2)nn1)Nc1ccc(F)cc1	.	.	.	.	-9%	-0.1%	.	i	1.5	.	23%
Cc1[nH]c2ccccc2c1C(=O)CSc1nc2cc(S(=O)(=O)N3CCCCC3)ccc2o1	17%	1.1	6	7	3%	4.5%	-3.4%	i	0.7	11%	-8%
CN(c1ccc(OCC(=O)OCC(=O)NCc2ccco2)cc1)S(=O)(=O)c1ccc2ccccc2c1	13%	1	-16	-2	2%	1.2%	-3.4%	i	0.7	13%	7%
O=S1CC/C(=N\O)c2ccccc21 (stereo unspecified)	6%	1.1	-16	15	3%	1.7%	1.7%	i	1.7	34%	2%
CC(OC(=O)CNS(=O)(=O)/C=C/c1ccccc1)C(=O)Nc1ccc(S(=O)(=O)N2CCCC2)cc1 (stereo unspecified)	15%	1.1	10	6	0%	1.6%	-2.0%	i	0.4	15%	-2%
C[C@H](NC(=O)c1ccco1)C(=O)N1CCCC1	.	.	.	.	1%	3.4%	.	?	.	.	7%
CCCn1nc(NS(=O)(=O)c2ccccc2[N+](=O)[O-])c2cc3ccccc3nc21	.	.	.	.	7%	2.9%	.	i	4.0	.	-3%
COc1ccc(NC(=O)COC(=O)c2cccc(S(=O)(=O)N(C)C)c2)cc1	1%	1.2	-9	25	4%	.	-4.4%	i	0.4	6%	-10%
COc1cccc(/C=N\NC(=O)c2ccc(Cn3cc(Br)c([N+](=O)[O-])n3)o2)c1O	-10%	1.4	7	11	4%	-4.2%	-7.2%	i	1.0	-31%	-4%
CN(Cc1nc2ccccc2n1C)S(=O)(=O)c1ccc(F)cc1	3%	1.1	17	19	0%	0.2%	-9.4%	i	0.6	2%	2%
CCCOc1ccc(-c2cc(C(=O)NCC3CCCO3)c3ccccc3n2)cc1 (stereo unspecified)	2%	1.2	16	4	8%	11%	-2.2%	i	0.5	-2%	-9%
Cc1cc(C)c(NC(=O)CN2CCC(NC(=O)NC3CCCCC3)CC2)c(C)c1	-5%	1.1	-5	-3	-2%	-1.0%	7.7%	.	.	-9%	0%
Cc1cc(C)c(C(=O)N2CCCC(Nc3ccc(C)c(C)c3)C2)o1 (stereo unspecified)	.	.	.	.	-8%	-1.5%	.	i	1.0	.	10%
COc1ccc(C(=O)NC(=S)Nc2ccc(CN3CCCCC3)cc2)cc1Cl	1%	1.1	8	1	-1%	-3.0%	-6.1%	i	1.4	0%	-2%
O=C(Nc1oc2ccccc2c(=O)c1-c1ccc(Cl)cc1)c1ccco1	.	.	.	.	-2%	4.7%	.	?	.	.	-5%
O=C1c2cccc(OCC(=O)N3CCCc4ccccc43)c2CCN1Cc1ccccc1	16%	1	13	-7	1%	10%	-4.1%	i	0.6	13%	10%
C/C(=N/NC(=O)CNC(=O)COc1cccc(C)c1)c1ccco1	.	.	.	.	3%	-0.2%	.	i	0.8	.	2%
NS(=O)(=O)c1ccc(CCNC(=O)COC(=O)C2CCCN2C(=O)c2cccs2)cc1 (stereo unspecified)	-4%	1	-14	-1	0%	1.0%	-2.3%	i	0.5	-3%	-7%
COCCNC(=O)C1CC(c2cccc(F)c2)=NO1 (stereo unspecified)	.	.	.	.	3%	1.9%	.	i	0.7	.	-1%
COc1ccc(C2CC(c3ccccc3)=NN2C(=O)c2ccc(Cl)c([N+](=O)[O-])c2)cc1 (stereo unspecified)	2%	1.1	4	4	7%	3.0%	0.4%	?	.	-20%	-17%
